PI5P4Ka inh: PI5P4K alpha (human) kinase inhibition; hit rate 1.2% among 330,000; AID 652105; PI5P4Kalpha enzyme, ADP-Glo luminescence, 60 min; hits give low values; max response, %; active = max response of -50% or lower; inconclusive = between -30% and -50%; inactive = -30% or higher; also: value at the top dose of about 77 µM; % is scaled to controls: 0 for no effect and ±100 for the full control effect
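qHTS, 1536-well: enzyme/substrate mix, compound by pin tool, 5 microM ATP final; RT 60 min; ADP-Glo reagents 1 (45 min) then 2 (30 min); luminescence.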
EPAC1 antagonist: EPAC1 (human) antagonism; Potency, µM (series often up to 115 µM), for inactives: at the highest dose activity change, negative = inhibition, hits mostly inhibitors; O95398; AID 720709; EPAC1 GEF assay, Rap1b-BODIPY-GDP exchange fluorescence; hit rate 0.14% among 360,000;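 also: potency is read from the fitted curve at half-maximal effect; plate controls were vehicle for no effect and positive control for full effect; nearly all actives have a fitted effect of over 50% in size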
Target sequence (O95398 whole entry, looked up): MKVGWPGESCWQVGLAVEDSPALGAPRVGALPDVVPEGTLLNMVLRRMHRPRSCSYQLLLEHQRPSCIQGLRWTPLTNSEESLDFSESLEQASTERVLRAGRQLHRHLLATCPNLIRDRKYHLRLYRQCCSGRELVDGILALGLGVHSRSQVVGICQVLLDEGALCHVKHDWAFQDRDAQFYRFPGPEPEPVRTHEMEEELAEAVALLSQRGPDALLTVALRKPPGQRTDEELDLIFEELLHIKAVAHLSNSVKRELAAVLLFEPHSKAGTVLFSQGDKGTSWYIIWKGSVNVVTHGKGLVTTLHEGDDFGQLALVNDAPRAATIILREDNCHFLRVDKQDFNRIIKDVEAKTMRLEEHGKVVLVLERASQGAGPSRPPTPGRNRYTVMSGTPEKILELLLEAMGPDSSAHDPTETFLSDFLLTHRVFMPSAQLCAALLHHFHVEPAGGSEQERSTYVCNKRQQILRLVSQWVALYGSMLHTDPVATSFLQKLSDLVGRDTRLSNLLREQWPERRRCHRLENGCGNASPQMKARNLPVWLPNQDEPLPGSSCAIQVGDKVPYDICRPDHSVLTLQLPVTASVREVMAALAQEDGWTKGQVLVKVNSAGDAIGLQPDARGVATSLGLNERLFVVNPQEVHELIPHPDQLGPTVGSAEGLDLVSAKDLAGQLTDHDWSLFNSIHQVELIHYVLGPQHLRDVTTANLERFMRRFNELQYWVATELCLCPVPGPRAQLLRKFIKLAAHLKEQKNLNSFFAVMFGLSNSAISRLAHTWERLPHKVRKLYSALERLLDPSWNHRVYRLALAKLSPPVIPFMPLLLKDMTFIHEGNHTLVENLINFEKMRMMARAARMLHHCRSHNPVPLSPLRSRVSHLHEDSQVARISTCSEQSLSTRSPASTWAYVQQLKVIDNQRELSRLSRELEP
PLK1 PBD block: inhibitors of human PLK1 polo-box domain binding. P53350. Plk1 PBD binding of FITC phosphopeptide, fluorescence polarization. Potency, µM, for the others: max response, negative = inhibition, usual class: inhibitors. hit rate 2.8% among 360,000. AID 720504; also: potency is read from the fitted curve at half-maximal effect; series mostly up to about 57 µM; % is scaled to controls: 0 for no effect and ±100 for the full control effect; nearly all actives have a fitted effect of over 65% in size
IL-2 act: IL-2 activation | IL-2 activation reporter assay, cell-based qHTS; stimulated with anti-CD3/CD4/CD28 beads; in transgenic mouse T cells | activation, % (series mostly up to about 46 µM) | hit rate 0.065% among 360,000 | AID 652025; in the data active = activation above about 50%; inconclusive = mostly about 30% to 49%; also: 0% is about no effect
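Quantitative HTS in unstimulated transgenic mouse T cells, with memory T cells as non-tolerant control and PMA/ionomycin as tolerance-bypass control. Compound pretreatment lasted 60 minutes before 18 h bead stimulation; EGFP/DsRed fluorescence read.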
WRN inhibitor: WRN helicase (human) inhibition; hit rate 0.46% among 360,000; Potency, µM (highest dose often 114 µM), for the others: at the top dose activity change, negative = inhibition, hits mostly inhibitors; Q14191; WRN helicase unwinding, fluorescent forked duplex, kinetic; also: potency is read from the fitted curve at half-maximal effect; % is scaled to controls: 0 for no effect and ±100 for the full control effect; nearly all actives have a fitted effect of over 55% in size
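Screening of the MLSMR collection measured strand separation of a quenched forked DNA duplex (100 nM) by 20 nM WRN with 2 mM ATP, all final. Compounds were preincubated with enzyme 15 min at room temperature.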
FUS suppressor: suppressors of FUS proteinopathy in yeast; S. cerevisiae FUS-expressing, growth rescue, OD600, 24 h; Potency, µM (series often up to 76.6 µM), for inactives: at the top dose growth rescue (activation), actives largely listed as activators; hit rate 0.24% among 390,000;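 also: potency is read from the fitted curve at half-maximal effect; plate controls were DMSO vehicle for no effect and reference control for full effect; nearly all actives have a fitted effect of over 55% in size; some results filed as inactive show a strong effect at the top dose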
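Absorbance at 600 nm, taken 24hr after compound addition, measured rescue of FUS-yeast growth at 30C. Induction used 2% galactose with seeding at OD 0.005. Controls: CP55940 from 92uM final, DMSO only.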
Abeta rescue: restores growth of yeast expressing A-beta42 peptide; hit rate 0.063% among 410,000; Potency, µM (highest dose often 46.1 µM), for the others: top-dose growth rescue, hits mostly activators; yeast expressing A-beta42, growth rescue, OD600, 48 h; response scale: 0% DMSO, 100% iron-clioquinol control; also: potency is read from the fitted curve at half-maximal effect; nearly all actives have a fitted effect of over 55% in size
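Growth rescue measured by 600 nm absorbance after 48 h yeast culture at 30 C with compound. Values normalized between DMSO and an equimolar ferric chloride plus clioquinol control.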
EPAC1 ag: agonists of human EPAC1; O95398; EPAC1 agonist qHTS, biochemical assay; response scale: 100% = response to 6.5 mM cAMP; Potency, µM (titrated, usually from 154 µM), without a hit: top-dose activation, hits mostly activators; hit rate 0.073% among 360,000; also: potency is read from the fitted curve at half-maximal effect; nearly all actives have a fitted effect of over 60% in size
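Compounds were pinned as a concentration titration into mixtures of EPAC1 (100 nM), BODIPY-GDP-loaded Rap1B (250 nM) and GDP (50 uM). After 5 min at room temperature, fluorescence was followed for 30 min; activity was scaled to 6.5 mM cAMP.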
* = called active by the depositor; u = inconclusive; x = not tested or not shown; [ ] = another dose, or the depositor's remark. Unless noted, calls follow the shape of the dose curve; as a rule, active = well fitted curve in the direction sought with a large enough effect; inconclusive = small, poorly fitted or top-dose-only effect, or another doubt; inactive = no such curve, though single readings can be large; an effect the other way counts as inactive or inconclusive.

no.	SMILES	PI5P4Ka inh	EPAC1 antagonist	PLK1 PBD block	IL-2 act
1	OC(CN1CCOCC1)c1ccc(F)cc1 (centres undefined)	-2	-12%	-11%	0.3
2	CCOc1[nH]n(-c2ccc(Cl)cc2)c(=O)c1C=NCc1cccnc1	1	-5%	1%	-2.8
3	COc1ccc(-c2cc(C(=O)NCC3CCCO3)c3ccccc3n2)c(OC)c1 (centres undefined)	-8	-17%	-13%	-0.5
4	Cc1cccc(C)c1NC(=O)COC(=O)C1CC1	5	-12%	3%	-2.1
5	CCCS(=O)(=O)c1nc(S(=O)(=O)c2ccc(C)cc2)c(N2CCC(C)CC2)s1	4	-14%	-17%	-2.9
6	O=C(Nc1ccc(Br)cc1)Nc1cnccn1	-3	20%	-2%	-1.8
7	Cc1ccc(N2C(=O)N(c3ccc(C)cc3)C3CS(=O)(=O)CC32)cc1 (centres undefined)	-1	-8%	5%	1.7
8	CN(C)c1nc(C(F)(F)F)cc(=O)[nH]1	8	-6%	-9%	-3.0
9	COc1cccc(OC)c1C(=O)NC(=S)N1CCOCC1	0	-11%	-19%	1.5
10	Cn1c(=O)c(C(=O)NC2CCCCCCC2)c(O)c2ccccc21	x	-11%	-4%	-2.2
11	CCN(CC)c1ccc(NC(=O)c2cccnc2)cc1	6	11%	1%	-1.7
12	CCOc1cc(C(=O)NCCN2CCOCC2)cc(OCC)c1OCC	0	-6%	-2%	0.8

no.	WRN inhibitor	FUS suppressor	Abeta rescue	EPAC1 ag
1	10%	-21%	-24%	-3%
2	2%	3%	10%	-3%
3	8%	41%	-13%	-1%
4	-1%	x	-4%	-7%
5	-1%	18%	-3%	16%
6	0%	5%	-10%	-5%
7	1%[57.1 µM]	2%	4%	-1%
8	-1%	-5%	-7%	6%
9	0%	15%	-15%	14%
10	2%	12%	9%	3%
11	7%	-8%	-8%	0%
12	0%	8%	18%	0%

Continued.
no.	SMILES	PI5P4Ka inh	EPAC1 antagonist	PLK1 PBD block	IL-2 act
13	S=C(NCC1CC1)N/N=C/c1ccccc1Cl	-8	0%	1%	-0.3
14	COc1ccc(Nc2nnc(SC(C(=O)Nc3ccc(OC)c(Cl)c3)c3ccccc3)s2)cc1 (centres undefined)	3	9%	-10%	0.6
15	CCOC(=O)CN1C(=O)S/C(=C\c2ccc3c(c2)OCO3)C1=O	-1	-28%	3%	-0.5
16	CCOC(=O)C1=CN(Cc2cccc(F)c2)S(=O)(=O)NC1c1cccc(OC)c1 (centres undefined)	-2	-9%	-9%	-0.6
17	O=C(Cc1ccc(NC(=O)C2CCN(C(=O)c3ccccc3)CC2)cc1)Nc1cccc(C(=O)N2CCCC2)c1	1	-7%	-3%	0.2
18	COc1ccc(C2C3CCCCC3(O)CCN2C(=O)c2cccs2)cc1 (centres undefined)	-4	0%	-7%	-4.8
19	O=C(Nc1ccc(C(=O)N2CCCCC2)cc1)[C@H]1O[C@@H](n2ccc(=O)[nH]c2=O)[C@H](O)[C@@H]1O	1	-1%	-1%	-0.4
20	Cc1ccc(C)n1-n1cnc2scc(-c3cccs3)c2c1=O	-18	-6%	1%	0.7
21	Cc1ccc(C2c3c(-c4ccccc4O)n[nH]c3C(=O)N2Cc2ccncc2)cc1 (centres undefined)	x	3%	-9%	-1.7
22	CC(Oc1ccc(Cl)cc1)c1ccc(C#N)c(=O)[nH]1 (centres undefined)	2	-17%	-8%	-1.3
23	CC1(C)OC(=O)C2(Cc3ccccc3N3CCCCC32)C(=O)O1 (centres undefined)	0	-9%	-3%	2.1
24	CCOC(=O)Nc1ccc2c(COC(=O)CNS(=O)(=O)c3ccc(NC(C)=O)cc3)cc(=O)oc2c1	-11	-27%	-4%	-1.9

no.	WRN inhibitor	FUS suppressor	Abeta rescue	EPAC1 ag
13	-2%	-10%	-3%	-5%
14	-4%	20%	13%	-1%
15	-4%	-12%	-24%	11%
16	-14%	26%	6%	-6%
17	1%	6%	-11%	-13%
18	-2%	x	-4%	4%
19	-2%	-23%	-13%	-5%
20	-6%	-2%	0%	-4%
21	9%	38%	26%	1%
22	-4%	-35%	1%	10%
23	-13%	12%	15%	1%
24	-15%	38%	-1%	-9%

Part of the list above, field by field.
18) COc1ccc(C2C3CCCCC3(O)CCN2C(=O)c2cccs2)cc1 (centres undefined)
  PI5P4Ka inh = -4
  EPAC1 antagonist = 0%
  PLK1 PBD block = -7%
  IL-2 act = -4.8
  WRN inhibitor = -2%
  FUS suppressor = x
  Abeta rescue = -4%
  EPAC1 ag = 4%

19) O=C(Nc1ccc(C(=O)N2CCCCC2)cc1)[C@H]1O[C@@H](n2ccc(=O)[nH]c2=O)[C@H](O)[C@@H]1O
  PI5P4Ka inh = 1
  EPAC1 antagonist = -1%
  PLK1 PBD block = -1%
  IL-2 act = -0.4
  WRN inhibitor = -2%
  FUS suppressor = -23%
  Abeta rescue = -13%
  EPAC1 ag = -5%

20) Cc1ccc(C)n1-n1cnc2scc(-c3cccs3)c2c1=O
  PI5P4Ka inh = -18
  EPAC1 antagonist = -6%
  PLK1 PBD block = 1%
  IL-2 act = 0.7
  WRN inhibitor = -6%
  FUS suppressor = -2%
  Abeta rescue = 0%
  EPAC1 ag = -4%

(list continues)
no.	SMILES	PI5P4Ka inh	EPAC1 antagonist	PLK1 PBD block	IL-2 act
25	Cc1ccc(C(=O)NCCCN2CCOCC2)c(Cl)c1	0	9%	-1%	-2.4
26	CCCCN(C(=O)c1cc2ccccc2o1)c1c(N)n(CC(C)C)c(=O)[nH]c1=O	15	12%	-1%	-2.2
27	Cc1ccc(C)c(N2CCN(C(=O)c3ccc(NS(=O)(=O)c4c(C)noc4C)cc3)CC2)c1	8	-7%	u	-0.5
28	Cc1cccc(C2=NNC(=O)C(c3ccc(Cl)cc3)C2)c1 (centres undefined)	-3	-19%	-8%	-1.6
29	CC(=O)N1CCN(C(=O)c2cc(-c3ccc(C)o3)nc3ccccc23)CC1	0	-18%	-8%	-3.4
30	N=C1/C(=C/c2ccco2)C(=O)N=C2SC(CC(=O)N3CCCC3)=NN12	-28	-11%	u	0.0
31	CC(C)NC(=O)C1(C)CCN1C(=O)c1c(F)cccc1F (centres undefined)	-2	-9%	-3%	-0.9
32	C/C(N)=C(/C#N)C(=O)COC(=O)CNC(=O)c1ccc(Cl)cc1Cl	2	6%	-14%	0.2
33	CCn1cc(CN2CCN(Cc3cccc(OC)c3)C(CCO)C2)c(C)n1 (centres undefined)	1	1%	-1%	-0.1
34	CC(C)(C)c1ccc(S(=O)(=O)NC(=O)C2(C)CCN2C(=O)Cc2cccs2)cc1 (centres undefined)	1	16%	-8%	0.2
35	COC(=O)c1nnn(CC(=O)Nc2cc(Cl)ccc2C)c1C(=O)OC	2	1%	2%	0.3
36	CSc1nnc(NC(=O)C2CCCCC2)s1	0	-14%	3%	1.9

no.	WRN inhibitor	FUS suppressor	Abeta rescue	EPAC1 ag
25	11%	-12%	2%	1%
26	-16%	x	0%	-1%
27	-13%	41%	10%	9%
28	4%	26%	-52%[inhibitor]	-5%
29	-3%	6%	-7%	5%
30	50µM*	11%	1%	11%
31	-2%	-29%	4%	10%
32	4%	14%	2%	5%
33	0%	27%	-13%	-2%
34	2%	-16%	11%	-5%
35	-11%	6%	13%	1%
36	-1%	-36%	14%	-18%

Additional results
no.	SMILES	PI5P4Ka inh	EPAC1 antagonist	PLK1 PBD block	IL-2 act
37	CCOc1ccc(N(C)S(=O)(=O)c2ccc(C)c(C(=O)NCCc3ccc(OC)cc3)c2)cc1	-5	-2%	-2%	-0.1
38	COc1ccc(OC)c(C(c2c(O)nc(SC)[nH]c2=O)c2c(O)nc(SC)[nH]c2=O)c1	u	-1%	u	1.6
39	O=C(CSCc1c(Cl)cccc1Cl)NCc1cccnc1	x	-11%	-5%	2.4
40	CCOC(=O)N1CCN(C(=O)/C(=C/c2ccccc2OC)NC(=O)c2ccccc2)CC1	x	1%	-2%	0.6
41	O=C(Nc1ccc2c(c1)CCC2)c1ccc(Br)s1	3	2%	-13%	-1.0
42	COc1ccc(-c2cc(C(=O)Nc3cc(C)on3)c3ccccc3n2)c(OC)c1	-16	-14%	-4%	0.0
43	CCN(C(=O)c1ccc2c(c1)OCO2)C12CC3CC(CC(C3)C1)C2	-1	-11%	-9%	0.4
44	CC1(c2nnc(-c3cccc(Cl)c3)o2)CC(c2cccnc2)=NO1 (centres undefined)	-6	-2%	-14%	-2.1
45	CCOC(=O)c1c(C)oc2ccc(OCC(=O)N(CC)CC)cc12	1	-5%	-10%	-1.7
46	FC(F)(F)c1cccc(CN2CCN(c3ncccn3)CC2)c1	-5	-6%	2%	-0.4
47	COc1ccc(-c2coc3cc4oc(=O)c(CC(=O)O)c(C)c4cc23)cc1	-4	-4%	1%	-3.7
48	COc1cccc(COc2nc3c(c(=O)n(C)c(=O)n3C)n2C)c1	-1	-4%	-1%	0.2

no.	WRN inhibitor	FUS suppressor	Abeta rescue	EPAC1 ag
37	-17%	26%	-11%	-1%
38	-18%	5%	2%	9%
39	-9%	7%	-10%	1%
40	-3%	17%	3%	5%
41	-9%	u	16%	2%
42	5%	15%	1%	11%
43	-4%	21%	2%	8%
44	0%	-11%	-3%	-4%
45	-4%	25%	-22%	2%
46	2%	-15%	-5%	0%
47	-7%	-7%	-9%	3%
48	-2%	7%	-14%	8%

Going on with the list.
no.	SMILES	PI5P4Ka inh	EPAC1 antagonist	PLK1 PBD block	IL-2 act
49	COCCOCCOCCC(=O)NC1CC2CCC1(C)C2(C)C (centres undefined)	x	15%	-1%	-1.0
50	COc1ccc(-c2csc(NC(=O)c3cc(C)oc3C)n2)cc1OC	3	u	-13%	-0.8
51	CC1CCN(S(=O)(=O)c2ccc3[nH]cc(C(=O)NCCN4CCOCC4)c(=O)c3c2)CC1	5	-13%	1%	-0.3
52	CC1CCN(S(=O)(=O)c2ccc(NC(=O)C3CCCCC3C(=O)O)cc2)CC1 (centres undefined)	u	-29%	-13%	0.1
53	O=C(CN(Cc1ccco1)C(=O)CNS(=O)(=O)c1ccccc1)NCc1ccccc1	3	-1%	-6%	1.2
54	COc1ccc(C(=O)/C=C/c2ccccc2F)c(OC(=O)c2ccc([N+](=O)[O-])cc2)c1	5	-6%	-2%	-1.0
55	COc1ccc(C(CC(=O)N2CCOCC2)C(C)C)cc1 (centres undefined)	2	10%	2%	-0.8

no.	WRN inhibitor	FUS suppressor	Abeta rescue	EPAC1 ag
49	6%	11%	1%	-5%
50	-15%	26%	8%	15%
51	-2%	-12%	-17%	-12%
52	-27%	20%	2%	1%
53	7%	-2%	5%	1%
54	-8%	10%	3%	-2%
55	0%	16%	3%	-5%

Hits appear at their usual frequency (roughly 4.1% active in at least one column).
